Compound activity from PubChem BioAssay.
HTT cytoprotect: protects HTT-Q103 PC12 cells, measured by ATP; AID 1471; PC12 HTT-Q103 induced, cytoprotection, ATP luminescence, 40 h; 0.14% of 230,000 active; Potency, µM (highest dose often 56.4 µM), without a hit: cytoprotection (ATP increase), actives largely listed as activators;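 further: % of control where 0% means no effect; nearly all actives have a fitted effect of over 45% in size; toxic huntingtin expression switched on by the ecdysone agonist tebufenozide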
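ATP quantification (ATPlite) reports survival of PC12 cells in which tebufenozide, 100 nM final, switches on Htt exon 1 with 103 glutamines linked to GFP; compounds are titrated.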
HttQ103 aggreg: reduces HttQ103-GFP aggregates in PC12 cells; PC12 HttQ103-GFP aggregates, Acumen cytometry, 40 h; Potency, µM (titrated, usually from 46.1 µM), inactives show at the top dose activity change, negative = inhibition, hits mostly inhibitors; 1.1% of 220,000 active; further: on the % scale 0 is the no-effect control and ±100 the full control effect; nearly all actives have a fitted effect of over 60% in size
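Read-out: GFP aggregate count by laser scanning cytometer (488 nm excitation, 500-530 nm emission, 1–25 µm objects >6 SD above background). Cells: PC12, inducible HTTex1-Q103-GFP, 100 nM tebufenozide; compounds titrated.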
ALDH1A1 inh: ALDH1A1 (human) enzyme inhibition; Purified ALDH1A1, NADH fluorescence, propionaldehyde substrate; 7.3% of 220,000 active; P00352; Potency, µM (series often up to 75.3 µM), inactives show top-dose activity, negative = inhibition, usual class: inhibitors; AID 1030; active means well fitted inhibition curve with a large enough effect, not every such curve was filed as active; inconclusive means small, poorly fitted or top-dose-only effect, or another doubt; inactive means no such curve, though single readings can be large or run the other way;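 further: plate controls were no enzyme wells and a reference inhibitor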
Target sequence (P00352 whole entry, looked up): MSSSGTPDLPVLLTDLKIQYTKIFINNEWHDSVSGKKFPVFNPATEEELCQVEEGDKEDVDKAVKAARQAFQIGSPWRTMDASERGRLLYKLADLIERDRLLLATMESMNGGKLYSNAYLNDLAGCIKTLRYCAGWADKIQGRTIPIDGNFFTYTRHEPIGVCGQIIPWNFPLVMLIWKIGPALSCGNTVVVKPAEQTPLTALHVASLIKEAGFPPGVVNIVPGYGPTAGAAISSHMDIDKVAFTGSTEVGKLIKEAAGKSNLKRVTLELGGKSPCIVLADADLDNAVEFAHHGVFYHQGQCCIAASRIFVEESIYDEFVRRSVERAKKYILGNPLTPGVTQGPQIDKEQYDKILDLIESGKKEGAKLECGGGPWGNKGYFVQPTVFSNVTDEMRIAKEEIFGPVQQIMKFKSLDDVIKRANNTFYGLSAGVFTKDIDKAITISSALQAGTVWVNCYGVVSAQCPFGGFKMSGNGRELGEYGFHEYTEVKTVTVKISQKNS
JMJD2E inh: blocks human JMJD2E demethylase activity. JMJD2E catalytic domain, FDH-coupled NADH fluorescence (FDH is formaldehyde dehydrogenase). AID 2147. B2RXH2. Potency, µM (titrated, usually from 57.1 µM), for inactives: top-dose activity change, negative = inhibition, actives largely listed as inhibitors. 1.6% of 230,000 active; active means well fitted inhibition curve with a large enough effect, not every such curve was filed as active; inconclusive means small, poorly fitted or top-dose-only effect, or another doubt; inactive means no such curve, though single readings can be large or run the other way;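 further: 0% = wells with enzyme and -100% = buffer wells without enzyme; nearly all actives have a fitted effect of over 50% in size; many of its hits are not listed in these tables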
Target sequence (B2RXH2 1-337 limits assumed): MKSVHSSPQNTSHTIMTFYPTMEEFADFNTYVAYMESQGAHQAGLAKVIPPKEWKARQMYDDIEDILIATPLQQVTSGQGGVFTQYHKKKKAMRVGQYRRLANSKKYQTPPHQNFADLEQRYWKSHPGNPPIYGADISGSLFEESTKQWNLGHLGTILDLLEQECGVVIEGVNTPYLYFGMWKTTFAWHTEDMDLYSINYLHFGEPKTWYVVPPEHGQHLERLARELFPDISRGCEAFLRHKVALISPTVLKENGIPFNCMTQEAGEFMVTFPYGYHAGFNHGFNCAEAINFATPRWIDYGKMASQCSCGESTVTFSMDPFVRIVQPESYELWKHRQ
Tau ThT inhib: inhibitors of human tau fibril formation, thioflavin T binding; Potency, µM (series often up to 57.4 µM), without a hit: top-dose activity, negative = inhibition, usual class: inhibitors; recombinant tau K18 P301L, heparin-induced fibrillization, ThT fluorescence; AID 1460; P10636; 2.1% of 270,000 active; further: on the % scale 0 is the no-effect control and ±100 the full control effect; nearly all actives have a fitted effect of over 55% in size
Target sequence (P10636 561-689 P618L limits assumed): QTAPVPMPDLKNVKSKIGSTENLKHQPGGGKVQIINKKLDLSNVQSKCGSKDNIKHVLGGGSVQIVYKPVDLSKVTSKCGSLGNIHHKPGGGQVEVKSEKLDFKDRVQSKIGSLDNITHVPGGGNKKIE
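Tau K18 P301L fragment (15 uM unlabeled plus 0.24 uM Alexa 594-labeled) in 100 mM sodium acetate pH 7 with compound, fibrillization induced by 20 uM heparin for 6 hr at 37 C. Thioflavin T (30 uM) added, fluorescence read after 1 hr (ex 450, em 510 nm).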
Tau fluor counter: counter-screen for tau fibril formation inhibitors; Potency, µM (doses to about 57.7 µM), without a hit: top-dose activity change, negative = decrease; tau K18 P301L Alexa594 fluorescence, heparin fibrillization; 0.93% of 280,000 active; further: on the % scale 0 is the no-effect control and ±100 the full control effect; nearly all actives have a fitted effect of over 55% in size
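Human tau K18 P301L (15 uM unlabeled, 0.24 uM Alexa 594-labeled) in 100 mM sodium acetate pH 7 with 20 uM heparin, 6 hr at 37 C. ThT 30 uM added, 1 hr ambient; Alexa 594 FP and total fluorescence read at 555/632 nm.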
SMN2 splice up: enhancers of SMN2 splice variant expression | HEK293 SMN2-luciferase splicing reporter, luminescence, 30-36 h | Potency, µM (top dose mostly 46.1 µM), for inactives: at the highest dose activity change, positive = activation, actives largely listed as activators | 2.8% of 210,000 active; further: % of control where 0% means no effect; nearly all actives have a fitted effect of over 55% in size
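qHTS luciferase splicing reporter: luminescence rises when SMN2 exon 7 is included in transfected HEK293 cells. Compound exposure lasted 30-36 h at 37C, with 4.5 mM final sodium butyrate as control, followed by a ONE-Glo read.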
Tau fibril FP: blocks human tau fibril formation measured by polarization; AID 1468; 0.39% of 280,000 active; Potency, µM (series often up to 57.7 µM), for inactives: at the top dose activity, negative = inhibition, most hits filed as inhibitors; K18 P301L tau heparin fibrillization, Alexa594 FP, 6 h; further: on the % scale 0 is the no-effect control and ±100 the full control effect; nearly all actives have a fitted effect of over 55% in size
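Human tau K18 […] P301L fragment, 15 uM unlabeled plus 0.24 uM Alexa 594-labeled tau (final), with compound and 20 uM heparin in 100 mM sodium acetate pH 7; 6 hr at 37 C, then Alexa 594 FP read.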
An asterisk follows results filed as active; ? = inconclusive; / = no result given; [ ] = another dose, or the depositor's remark. Unless noted, the call rests on the fitted dose curve; in most records, active means well fitted curve in the direction sought with a large enough effect; inconclusive means small, poorly fitted or top-dose-only effect, or another doubt; inactive means no such curve, though single readings can be large; an effect the other way counts as inactive or inconclusive. Potency means the concentration at half of the fitted maximal effect. Not all compounds are listed; rates above refer to the full screens.

SMILES	HTT cytoprotect	HttQ103 aggreg	ALDH1A1 inh	JMJD2E inh	Tau ThT inhib	Tau fluor counter	SMN2 splice up	Tau fibril FP
CN(C)S(=O)(=O)c1ccc(C(=O)Nc2cccc(C(=O)O)c2)cc1	-11%	7%	-3%	5%	1%	2%	14%	-1%
CCC(C(=O)NCc1ccccc1)n1ncn2c(cc3occc32)c1=O (stereo not given)	/	/	/	/	-7%	-13%	-8%	-13%
O=[N+]([O-])c1cccc(-c2cc3cccc[n+]3cc2-c2cccc([N+](=O)[O-])c2)c1	/	-7%	-4%	9%	-3%	1%	-11%	-3%
CC(C)OC(=O)/C(=C\c1cccnc1)NC(=O)c1ccccc1	-8%	-3%	7%	7%	-9%	-10%	2%	-3%
Nc1ccc(N2CCCCC2)c(S(=O)(=O)Nc2ccc(Cl)cc2)c1	4%[10 µM]	15%[9.22 µM]	4%	3%	-16%	?	/	?
CC(=O)c1ccc(NC(=O)c2cc(Cl)nc3ccccc23)cc1	-5%	-1%	-12%	-22%	-5%	-11%	17%	-3%
CC(Oc1ccc(-c2ccccc2)c(F)c1)c1ccn(S(=O)(=O)c2cccc3ccccc23)n1 (stereo not given)	-23%	-22%	1%	-20%	0%	-9%	-50%[inhibitor]	-10%
CC(=O)N1N=C(c2ccccc2)OC1c1cccnc1 (stereo not given)	32%[10 µM]	8%[9.22 µM]	-8%	-2%	-3%	5%[2.34 µM]	/	-6%[2.34 µM]
N/C(=N/OC(=O)c1ccccc1F)c1nonc1N	/	/	-1%	6%	-1%	-2%	11%	0%
O=S(=O)(c1ccccc1)c1nnn2c1nc(N1CCN(c3ccccc3)CC1)c1cc(Cl)ccc12	/	/	/	/	-5%	-15%	5%	-6%
Cn1nnnc1N=N/C(=N/Nc1ccccc1)c1ccccc1	-87%[inhibitor][10 µM]	?	/	?	?	?	/	-3%
O=C(Cc1ccccc1)c1nc2ccccc2s1	14%[10 µM]	17%	-1%	9%	15%	13%	4µM*	2%
COC(CNC(=O)CNC(=S)N(Cc1ccccc1)Cc1cccs1)OC	16%[10 µM]	18%	?	10%	8%	3%	13%	3%
CCOc1cc(/C=C2/SC(=Nc3ccccc3)N(Cc3cccnc3)C2=O)ccc1OCC#N	-37%	31%	?	-6%	-7%	-4%	-50%[inhibitor]	-2%
COc1cccc(CN(C(=O)Cc2c[nH]c3ccccc23)C(C(=O)NC2CCCCC2)c2cccs2)c1 (stereo not given)	-25%[10 µM]	7%	?	-4%	4%	3%	-28%	5%
CCc1ccc(NC(=O)CC2C(=O)Nc3c2c(=O)n(C)c(=O)n3C)cc1 (stereo not given)	-35%	-16%	100µM*	2%	-10%	0%	-23%	-2%
O=C(O)c1ccc(-n2ncc3c2/C(=C/c2cccc([N+](=O)[O-])c2)CC3)cc1	-16%[10 µM]	-26%[9.22 µM]	/	-29%	?	-4%	/	11%
Cc1nc(NC2=NCN(Cc3cccnc3)CN2)nc2c(C)cccc12	18%[0.074 µM]	-7%	9%	4%	-1%	6%	-2%	11%
CCC(=O)N[C@@H]1Cc2ccccc2[C@@H](c2ccccc2)C1	?	/	-8%	1%	-8%	-10%	/	3%
CC(C)N(CC(=O)Nc1ccc(Cl)cc1C(F)(F)F)C(=O)CCl	-7%	14µM*	1.8µM*	-2%	-5%	0%	-13%	6%
COC(=O)COc1ccc(Oc2nc(NC(C)(C)C)nc(N(C)C)n2)nn1	/	/	/	/	-2%	0%	1%	-1%
CCCCC(=O)N/N=C/c1ccc(Sc2cccc3cccnc23)o1	-5%	-8%	-10%	-2%	-17%	?	25%	-10%
CCOC(=O)C1=C(C)N(c2ccccc2)C(=O)/C1=C\c1cccs1	/	12%	-9%	-4%	?	-20%	-2%	-11%
O=C(Nc1ccc2oc(-c3ccccc3Cl)nc2c1)c1ncn[nH]1	-17%[10 µM]	-20%	?	?	-11%	-13%	10µM*	-6%
COc1cc(NC(=S)NNC(=O)CC(C)C)c(OC)cc1Cl	6%[10 µM]	-7%	25µM*	1%	-4%	0%	/	4%

Not a retest: an excerpt of the list.
SMILES	HTT cytoprotect	HttQ103 aggreg	ALDH1A1 inh	JMJD2E inh	Tau ThT inhib	Tau fluor counter	SMN2 splice up	Tau fibril FP
Cn1nnnc1N=N/C(=N/Nc1ccccc1)c1ccccc1	-87%[inhibitor][10 µM]	?	/	?	?	?	/	-3%
O=C(Cc1ccccc1)c1nc2ccccc2s1	14%[10 µM]	17%	-1%	9%	15%	13%	4µM*	2%
COC(CNC(=O)CNC(=S)N(Cc1ccccc1)Cc1cccs1)OC	16%[10 µM]	18%	?	10%	8%	3%	13%	3%
CCOc1cc(/C=C2/SC(=Nc3ccccc3)N(Cc3cccnc3)C2=O)ccc1OCC#N	-37%	31%	?	-6%	-7%	-4%	-50%[inhibitor]	-2%
COc1cccc(CN(C(=O)Cc2c[nH]c3ccccc23)C(C(=O)NC2CCCCC2)c2cccs2)c1 (stereo not given)	-25%[10 µM]	7%	?	-4%	4%	3%	-28%	5%
CCc1ccc(NC(=O)CC2C(=O)Nc3c2c(=O)n(C)c(=O)n3C)cc1 (stereo not given)	-35%	-16%	100µM*	2%	-10%	0%	-23%	-2%
O=C(O)c1ccc(-n2ncc3c2/C(=C/c2cccc([N+](=O)[O-])c2)CC3)cc1	-16%[10 µM]	-26%[9.22 µM]	/	-29%	?	-4%	/	11%
Cc1nc(NC2=NCN(Cc3cccnc3)CN2)nc2c(C)cccc12	18%[0.074 µM]	-7%	9%	4%	-1%	6%	-2%	11%

Next part:
SMILES	HTT cytoprotect	HttQ103 aggreg	ALDH1A1 inh	JMJD2E inh	Tau ThT inhib	Tau fluor counter	SMN2 splice up	Tau fibril FP
Cc1nnc(SCC(=O)Nc2sccc2C#N)n1Cc1ccccc1	-20%	13%	-10%	1%	3%	-2%	12%	9%
O=C(NCC1CCCO1)C(c1ccncc1)N(Cc1cccs1)C(=O)Cn1nnc(-c2ccc(F)cc2)n1 (stereo not given)	29%[10 µM]	12%[9.22 µM]	7%	-9%	8%	-7%[2.34 µM]	/	-19%[2.34 µM]
CSc1nnc(-c2sc3cc(C(F)(F)F)cnc3c2-c2ccccc2)n1C	-37%	-9%	?	?	-10%	-5%	-32%[inhibitor]	1%
O=C(/C=C/c1ccc([N+](=O)[O-])cc1)NCCc1ccc(F)cc1	/	?	-6%	3%	?	?	-15%	-4%
Cn1c(COc2ccc(Cl)cc2)nnc1SCC(=O)Nc1ccc2c(c1)CCC2	44%[10 µM]	-3%	-4%	1%	1%	7%	6%	0%
CCC1=NN2C(=N)/C(=C\c3cccn3-c3cccc(Cl)c3)C(=O)N=C2S1	-17%	10%	1.8µM*	?	?	-11%	-6%	1%
CC1CN(C(=O)c2cc([N+](=O)[O-])cc([N+](=O)[O-])c2)CC(C)O1 (stereo not given)	-28%[10 µM]	0%[9.22 µM]	?	-6%	-10%	-7%	/	-5%
CC1CC(OC(=O)CN2CCCCC2)CC(C)(C)C1 (stereo not given)	12%[10 µM]	6%[9.22 µM]	/	-6%	-6%	-10%	/	4%
Cc1ccsc1/C=N\NC(=O)CC(=O)NCc1ccccc1	7%[10 µM]	-5%	-9%	0%	5%	-1%	15%	-6%
O=C(CCCN1C(=O)c2ccccc2C1=O)Nc1c(C(=O)C2CC2)oc2ccccc12	0%	-6%	18%	2%	-15%	-9%	-14%	-8%
COc1ccc(C2NC(=O)N(C)C3=C2C(=O)N(c2cccc(Cl)c2)C3)cc1 (stereo not given)	/	/	/	/	-3%	-24%	-10%	-1%
Cc1cc(C)n(CC2CC(=O)N(c3ccc(Cl)c(Cl)c3)C2=O)n1 (stereo not given)	-12%[10 µM]	6%	0%	-2%	-7%	-7%	9%	-3%
CCOc1ccc2nc(NC(=O)c3ccc(OC)c(S(=O)(=O)N4CCOCC4)c3)sc2c1	1%	24%[9.22 µM]	205%[activator]	?	-11%	?	-25%	-11%
Cc1ccc(N2C(=S)NC3c4cc(Cl)ccc4OC2(C)C3C(=O)N(C)C)cc1 (stereo not given)	?	?	5%	-1%	-24%	-19%	/	7%
Fc1ccc(C(Nc2ccccc2Cl)c2nnc(-c3ccccc3Cl)o2)cc1 (stereo not given)	/	/	/	/	-5%	-18%	-17%	-7%
CCOC(=O)c1oc2cccc(OC(C)=O)c2c1C	-4%	-10%	2%	?	-8%	-1%	25%	0%
NS(=O)(=O)c1ccc(NC(=S)N2CCN(c3cccc(Cl)c3)CC2)cc1	/	-15%	-10%	-2%	?	-16%	-45%[inhibitor]	1%
Cc1nn(-c2ccccc2)c(C)c1/C=N/n1c(-c2ccncc2)n[nH]c1=S	-50%[inhibitor][10 µM]	-17%	22µM*	-16%	-4%	-10%	?	-6%
Cc1nnsc1C(=O)N1CCN(c2ccc(C#N)cn2)CC1	11%[10 µM]	-26%[9.22 µM]	/	3%	14%	11%	/	4%
O=C(N/N=C/c1cc2c(cc1Br)OCO2)c1c[nH]c2ccccc12	-64%[inhibitor]	17%	-9%	-6%	?	-25%	11µM*	3%
Cc1ccc(Cn2c(C)c(CNC3CCCCC3)c(C(=O)O)c2C)cc1	/	/	/	/	6%	6%	-5%	5%
COC(=O)CC1C(=O)NCCN1C(=O)CSc1nc2cc(Cl)ccc2o1 (stereo not given)	-9%	0%	1%	5%	2%	-1%	3%	-3%
Cc1ccc(-c2cc(C(=O)N/N=C/C(Br)=C/c3ccccc3)n[nH]2)o1	-39%[inhibitor]	20%	-13%	-4%	-14%	?	-2%	?
Cc1nnn(-c2nonc2N)c1C(=O)N/N=C/c1cccc2ccccc12	-3%[10 µM]	-3%	7%	?	-5%	5%	11%	5%
Cc1ccc(S(=O)(=O)Nc2cccnc2)cc1	-2%	8%	7%	11%	4%	1%	-6%	1%
Cc1cccc(-n2c(SCC(=O)Nc3ncc(Cl)cc3Cl)nc3ccccc32)c1	-8%[10 µM]	-3%	-6%	4%	-12%	-6%	-7%	8%
Cc1cc(=O)[nH]c(SCc2cn3ccccc3n2)n1	/	37%	7%	?	-4%	-2%	18%	-4%
